# Screens as filed in PubChem.
# Myeloid diff 2: myeloid differentiation induction; ER-HoxA9 myeloid progenitors, lysozyme-GFP differentiation, flow cytometry; calls only at 10 µM; 1% of 360,000 active; AID 624256;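 active = normalized GFP-positive differentiation at or above the plate's own cutoff, the solvent-only control mean plus 3 SD; inconclusive = no clear call, values can overlap the other calls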;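 also: cells exposed to compound for four days before flow analysis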
# Lipid droplet: modulators of hepatic lipid droplet formation. AML12 mouse hepatocytes, oleate lipid droplets, BODIPY imaging. inhibition, % at 6.5 µM. 0.4% of 240,000 active;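 active = lipid droplet intensity inhibited by at least 50%, with more than 500 cells counted; inconclusive = wells with under 300 cells, treated as cytotoxic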
#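 Test system: AML12 mouse liver cells; schedule: overnight exposure; technique: high-content imaging of BODIPY-stained droplets and DAPI nuclei; read-out: % inhibition of corrected integrated BODIPY droplet signal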
# M1AAP inhibition: malaria alanyl aminopeptidase activity blockers – biochemical, fluorogenic H-Leu-NHMec substrate, 1536-well (AID 1445). inhibition, % at 30 µM, or IC50 in µM where a hit was titrated. recombinant M1AAP, H-Leu-NHMec fluorogenic kinetic assay; higher % means a stronger effect. 0.42% of 220,000 active;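 active = primary inhibition above the hit cutoff, then over 50% inhibition at one or more dose response concentrations, cut at about 23% in these data, passing the limit was not always enough; inconclusive = conflicting primary data, or primary hits not chosen for dose response; inactive = low primary inhibition, or under 50% at every dose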;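 also: plate controls were DMSO full reaction for no effect and no enzyme background for full effect; strong numbers were not always called active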
# Lipid droplet cells 6.5 µM: also measured in Lipid droplet; calls as there; cell count; measured here: cell count, cytotoxicity flag;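 cells counted across two imaged fields per well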
# Myeloid diff 2 GFP+ MAC1+ %: recorded beside Myeloid diff 2, whose call it bears; GFP+ MAC1+ double positive, %; measured here: differentiation confirmed by MAC1 staining
# An asterisk follows results filed as active; i = inactive; ? = inconclusive; . = not tested or not shown.
compound	Myeloid diff 2	Myeloid diff 2 GFP+ MAC1+ %	Lipid droplet	Lipid droplet cells 6.5 µM	M1AAP inhibition
O=C(NNC(=O)c1nn(-c2ccc(F)cc2)ccc1=O)Nc1cccc(Cl)c1	i	0.3	5	704	13%
CNC(=O)CC1C(=O)N(c2ccc(OC)cc2)C(=S)N1NC(=O)c1cccc(F)c1 (stereo unspecified)	i	0.8	-11	619	-2%
Cc1ccc2nc(C)c3c(c2c1)SCC3	i	0.7	9	821	8%
O=C(NCc1ccccc1)C12CC3CC(CC(Cl)(C3)C1)C2	i	0.8	15	652	-2%
C=CCNC(=O)O/N=C/c1csc([N+](=O)[O-])c1	i	0.2	-6	701	7%
Nc1nonc1C(=O)NCCNc1ccc([N+](=O)[O-])cc1	i	0.7	1	692	5%
C/C(=N\NC(=O)c1n[nH]c2c1CCC2)c1ccco1	i	0.3	-3	651	3%
CCC1S/C(=N/N=C/c2ccco2)N(Cc2ccc(F)cc2)C1=O (stereo unspecified)	?	.	15	708	11%
Cc1ccc(/C=N/NC(=O)c2ccco2)cc1	i	0.2	1	759	2%
CC1Cc2cc(/C(O)=C3/C(=O)C(=O)N(CCN4CCOCC4)C3c3ccc(C(C)C)cc3)ccc2O1 (stereo unspecified)	i	0.5	0	734	8%
CC(C)(C)c1ccccc1NC(=O)NC1CCN(Cc2c(F)cccc2Cl)CC1	i	0.2	-8	737	1%
COc1ccccc1-c1nc(=S)c(C(C)=O)c(C)[nH]1	i	0.6	5	691	2%
O=C(N/N=C/C=C\c1ccc([N+](=O)[O-])cc1)c1cccnc1	i	0.3	1	736	8%
CC1(C)Cc2nc3scc(NC(=O)c4ccccc4)c3cc2CO1	i	0.3	2	721	3%
COc1ccc(CN2C(=O)C(C)S/C2=N/N=C/c2ccco2)cc1 (stereo unspecified)	i	0.5	-22	730	4%
COc1ccc(NC(=O)c2cc(C)n(Cc3cccs3)c2C)cc1	i	0.5	-5	735	5%
Cc1ccc(/C(O)=C/c2nc3cc(C)ccc3oc2=O)cc1	i	0.3	-2	688	5%
CC(C)(C)c1ccc(C(=O)Nc2ccc(Oc3cccnc3)nc2)cc1	i	0.2	-12	668	-2%
CC1S/C(=N/N=C/c2ccco2)N(Cc2ccccc2)C1=O (stereo unspecified)	i	0.8	-10	720	19%
Cc1ccc(C(=O)Nc2nc(N)n(-c3ccccc3)n2)cc1	i	0.2	-1	708	-7%
C=CCN1CN(CCc2ccccc2)CNC1=S	i	0.5	0	714	4%
Cc1cc(OCC(=O)N(Cc2ccco2)C2CCS(=O)(=O)C2)ccc1Cl (stereo unspecified)	i	0.2	0	703	1%
O=C(N/N=C/c1ccc([N+](=O)[O-])cc1)c1cccs1	i	0.3	23	741	2%
Cn1cc(/C=N/NC(=O)c2cc3cc(Br)ccc3o2)c2ccccc21	i	0.3	-23	656	5%
CCCc1c(NC(=O)Nc2ccc(Cl)cc2Cl)cnn1-c1ccccc1	i	0.3	7	705	2%

# Whole records, quoted from the list.
# Listed for `O=C(NNC(=O)c1nn(-c2ccc(F)cc2)ccc1=O)Nc1cccc(Cl)c1` = Myeloid diff 2: i; Myeloid diff 2 GFP+ MAC1+ %: 0.3; Lipid droplet: 5; Lipid droplet cells 6.5 µM: 704; M1AAP inhibition: 13%
# Listed for `CCC1S/C(=N/N=C/c2ccco2)N(Cc2ccc(F)cc2)C1=O` (stereo unspecified) = Myeloid diff 2: ?; Myeloid diff 2 GFP+ MAC1+ %: .; Lipid droplet: 15; Lipid droplet cells 6.5 µM: 708; M1AAP inhibition: 11%
# Listed for `COc1ccccc1-c1nc(=S)c(C(C)=O)c(C)[nH]1` = Myeloid diff 2: i; Myeloid diff 2 GFP+ MAC1+ %: 0.6; Lipid droplet: 5; Lipid droplet cells 6.5 µM: 691; M1AAP inhibition: 2%

# Carrying on:
compound	Myeloid diff 2	Myeloid diff 2 GFP+ MAC1+ %	Lipid droplet	Lipid droplet cells 6.5 µM	M1AAP inhibition
O=C(O)c1cc(-c2c[nH]c3ccccc23)nc2cc3ccccc3cc12	i	1.0	-1	703	8%
NS(=O)(=O)c1ccc(NNC(=O)c2ccc(F)cc2F)cc1	i	0.1	14	697	5%
O=c1c(Cl)c(N2CCC3(CC2)OCCO3)cnn1C12CC3CC(CC(C3)C1)C2	i	1.0	0	687	9%
CN(NC1OC(=O)c2ccccc21)c1ncc(Cl)cc1C(F)(F)F (stereo unspecified)	i	0.0	-22	725	3%
O=C(N(c1ccccc1)c1ccccc1)N(c1ccccc1)c1ccccc1	i	0.2	1	729	3%
CC1=NCCN1CCNC(=O)Nc1ccc(C(C)(C)C)cc1	i	0.6	0	774	0%
COc1ccc(C2c3c(ncn(CCCO)c3=N)Oc3ccc4ccccc4c32)cc1OC (stereo unspecified)	i	0.2	14	677	4%
Cc1nc(-c2ccc(Cl)cc2)sc1C(=O)NNC(=O)C(C)C	i	0.2	5	650	-3%
COc1cc(NC(=S)N2CCOCC2)c(OC)cc1Cl	i	0.9	-15	669	-1%
Cc1ccc(C(=O)Nc2nc3n(n2)C(c2ccccc2)CC(=O)N3)cc1 (stereo unspecified)	i	0.3	3	771	2%
Cc1cc(C)c(NC(N)=S)c(C)c1	i	0.6	-11	763	-5%
Cc1onc(-c2c(F)cccc2Cl)c1-c1nnc(-c2ccc(C(F)(F)F)cc2)o1	i	0.2	8	708	-1%
O=[N+]([O-])c1ccc(N2CCCC2)nc1	i	1.0	1	658	9%
Cc1cccc(-c2n[nH]c(=S)n2/N=C/c2cccs2)c1	i	0.7	-1	760	7%
Cc1ccc(NC(=O)CCn2cc(C(F)(F)F)ccc2=O)cc1	i	0.4	-8	737	-2%
CC1CC(=O)Nc2ccccc2N1S(=O)(=O)c1cccs1 (stereo unspecified)	i	0.6	-1	754	-4%
CCN(CC)CCCN=Cc1c(O)n(-c2cccc(C)c2)c(=O)c2ccccc12	i	0.9	14	648	10%
C=CCOc1ccc(C2=NO[C@@H]3[C@@H]4C[C@@H]([C@H]5C(=O)N(C)C(=O)[C@@H]45)[C@H]23)cc1	i	0.8	-8	728	7%
CCN(CC)C(=N)/C(C#N)=N/Nc1ccccc1	i	0.4	-17	720	3%
Cn1nc(C(F)(F)F)c(-c2ccc(Br)cc2)c1NC(=O)c1cccnc1	i	0.3	8	679	-5%
Cc1cc(C)n2nc(Sc3ncccc3[N+](=O)[O-])nc2n1	i	0.0	-6	725	1%
Cc1cccn2c(=O)c(C=O)c(N3CCC4(CC3)OCCO4)nc12	i	0.7	-54	686	4%
CN(C)N=Nc1nc2c(c(=O)n(C)c(=O)n2C)n1CC1CO1 (stereo unspecified)	i	0.2	2	734	7%
COc1ccc(C(=O)NNC2=C(C(=O)C(F)(F)F)CCC2)cc1	i	1.7	-2	752	4%
CCc1cc(C(=O)c2ccc(OC)cc2)c(N)s1	i	0.3	-16	740	8%
O=c1c2ccccc2ncn1-c1ccc(Cl)cc1Cl	i	0.4	-20	714	-2%
CCOC(=O)c1nc2c(ccc3ccccc32)cc1C	i	0.0	1	727	0%
N#Cc1cnc2cc(-c3ccccc3)nn2c1N	i	0.1	-13	695	0%
C/C(CC(=O)Nc1ccc2c(c1)OCO2)=N\NC(=O)c1ccc(N)cc1	i	0.2	21	701	4%
COCCCNC(=S)NNC(=S)Nc1ccccc1	i	0.2	4	650	7%
O=C(Nc1ccc(Cl)cc1)N1N=CCC1c1ccccc1 (stereo unspecified)	i	0.6	-22	705	-1%
CC1(C)CC(=O)C=C(NCCc2c[nH]c3ccccc23)C1	i	0.8	0	720	6%
COc1ccc(N=C2O/C(=C/c3sc(=S)n(CC4CCCO4)c3O)N=C2C#N)cc1 (stereo unspecified)	i	0.5	-12	708	5%
Cc1cc(C)cc(NC(=O)Nc2cccc(S(N)(=O)=O)c2)c1	i	0.1	-6	569	5%
Cn1cnc([N+](=O)[O-])c1NCc1ccccc1	i	0.7	1	687	6%
O=C(CSc1nnc(Cc2ccsc2)o1)c1ccccc1	i	0.3	4	672	5%
CCOC(=O)Cn1c(=N)n(CCOc2ccc(Br)cc2)c2ccccc21	i	0.3	-1	755	2%
Cc1ccc2cc(NC(=O)Cc3ccccc3)ccc2n1	i	0.8	-6	514	9%
O=C(N/N=C/c1cc2c(cc1Br)OCO2)c1ccccn1	i	0.2	-13	761	8%
COC(=O)c1ccc(/C=N/N2CCN(Cc3ccc(Cl)cc3)CC2)cc1	i	0.8	2	784	9%
CCOC(=O)N1CCC(NS(=O)(=O)c2ccc(C)cc2)CC1	i	0.2	-12	707	-6%
Cc1nnc(C)c2c(C)n(N)c(C)c12	i	0.4	14	698	7%
COc1ccc(CN(Cc2cccn2C)S(=O)(=O)c2cccc(C(F)(F)F)c2)cc1	i	0.4	-11	691	5%
COc1cc(C2SCCS2)cc(Br)c1Oc1ncccc1[N+](=O)[O-]	i	0.2	-41	668	3%
C/C(=N\NC1=NCCN1)c1ccccc1	i	0.6	12	587	-2%
N/C(=N\c1nc2ccccc2o1)NC(=O)c1cccc(Cl)c1	i	0.2	1	755	6%
CNC(=O)c1cccc2nc3ccccc3nc12	i	0.3	-9	750	18%
O=C(Nc1cscc1S(=O)(=O)c1ccccc1)c1ccccc1Cl	i	1.2	-1	732	3%
C/C(=N\NC(N)=S)C1(C)CC2(CC(C)(C)OC2=O)C(=O)O1 (stereo unspecified)	i	0.3	3	702	0%
O=C(NCc1nc(-c2ccc(C(F)(F)F)cc2)no1)Nc1ccc(OC(F)(F)F)cc1	i	0.3	10	661	-2%

# (list continues)
structure,Myeloid diff 2,Myeloid diff 2 GFP+ MAC1+ %,Lipid droplet,Lipid droplet cells 6.5 µM,M1AAP inhibition
CCOc1ccc2c(c1)nc(C)n2C,i,0.5,-2,759,-1%
COc1cccc(C2Oc3ccccc3C3CC(c4cccs4)=NN32)c1 (stereo unspecified),i,0.6,6,662,19%
C=C(C)Cc1c(C)c(C#N)c2nc3ccccc3n2c1NCCCN(C)C,i,1.2,-2,704,-4%
O=C(NNC(=S)Nc1ccccc1C(F)(F)F)C1CC1,i,0.1,-10,687,-7%
CCN(CC)CC(O)Cn1c(-c2ccccc2Cl)nc2ccccc21 (stereo unspecified),i,0.4,2,730,3%
O=C1c2nc3cc(-c4ccco4)[nH]n3c(=O)c2CN1Cc1ccccc1,i,0.1,-5,713,21%
N/C(CS(=O)(=O)c1ccccn1)=N\OC(=O)c1ccccc1Cl,i,0.7,-19,754,5%
O=C(OCc1ccccc1)C1=NNC2C(=O)N(c3ccc(Br)cc3)C(=O)C12 (stereo unspecified),i,0.4,-10,731,2%
N#Cc1ccc(C(=O)CSc2n[nH]c(=O)n2-c2cccnc2)cc1,i,2.0,-2,721,9%
NC(=O)N/N=C/c1ccc2cccc(OCc3ccccc3)c2n1,i,1.3,10,693,11%
COC(=O)/C=C1/SC(=NC(=O)c2ccc(F)cc2)NC1=O,i,0.8,4,741,6%
O=S(=O)(Cc1ccccc1Cl)c1ncn[nH]1,i,0.4,-4,715,1%
Cc1cc(C(F)(F)F)cc(NNC(=O)NC(=O)c2ccccc2Cl)n1,i,1.0,6,678,6%
O=C(CCn1cnc2ccccc21)N/N=C/C=C/c1ccccc1,i,0.6,-6,697,3%
O=[N+]([O-])c1cc(C(F)(F)F)ccc1NC1CCN(Cc2ccccc2)CC1,i,0.7,20,757,1%
Cc1ccc(C(=O)N2CCN(c3ccc([N+](=O)[O-])cc3-n3cccc3)CC2)cc1,i,0.2,-1,697,4%
O=S(=O)(Cc1noc(-c2ccc(OC(F)(F)F)cc2)n1)c1ccc(F)cc1,i,0.5,0,679,6%
COC(=O)Cn1nnc(N2CCOCC2)n1,i,0.7,10,715,-3%
C(=N\Nc1ccc2nncn2n1)/c1ccccn1,i,0.3,1,676,0%
COc1cc(/C=N/Nc2nc(N3CCCC3)nc(N3CCCC3)n2)ccc1OCc1ccccc1F,i,0.5,21,678,-4%

# 5 entries out of the list above, ordered by the value under M1AAP inhibition, highest first:
compound | M1AAP inhibition
Cc1cc(C(F)(F)F)cc(NNC(=O)NC(=O)c2ccccc2Cl)n1 | 6%
O=C(CCn1cnc2ccccc21)N/N=C/C=C/c1ccccc1 | 3%
O=[N+]([O-])c1cc(C(F)(F)F)ccc1NC1CCN(Cc2ccccc2)CC1 | 1%
COC(=O)Cn1nnc(N2CCOCC2)n1 | -3%
COc1cc(/C=N/Nc2nc(N3CCCC3)nc(N3CCCC3)n2)ccc1OCc1ccccc1F | -4%

# A portion of the library; the hit share may differ from the screen's.
